MrgX1 agonist = agonists of human MrgX1 receptor. MrgX1-HEK293 cells, Fluo-4 calcium fluorescence, agonist mode; stronger effect = higher value. B-score at 10 µM. 310,000 tested, 0.44% active;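 active = calcium response B-score plate-corrected fluorescence ratio at least 3 library SD, with starting fluorescence B-score inside 5 SD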
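Test system: HEK293 cells stably expressing human MrgX1 receptor; Input: fifteen thousand cells per well; Dosing: compound delivered in addition one of three; Schedule: overnight seeding, then 1 h dark dye loading; Technique: Fluo-4 NW calcium fluorescence; Measure: B-scored fluorescence response ratio; Controls: positive and negative controls per plate.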
MrgX1 allo act = human MrgX1 positive allosteric modulation, primary screen. 310,000 tested, 0.63% active. AID 588675. Q96LB2. MrgX1-HEK293, Fluo-4 calcium flux, FDSS; stronger effect = higher value. B-score at 10 µM;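 active = plate-corrected calcium response at least 3 library SD above typical, normal starting fluorescence, not activating the receptor alone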;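 note: compound read alongside a low EC10 to EC30 dose of BAM8-22 agonist; peak minus trough fluorescence over baseline measured at the second addition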
PolyA inh = yeast polyadenylation inhibition. S. cerevisiae SKY197-pL101 polyadenylation reporter, beta-gal luminescence; efflux-impaired pdr1/pdr3 knockout yeast; score 100 = 6 SD above DMSO. calls only at 12 µM. 300,000 tested, 0.02% active. AID 1875;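 active = lowest replicate activity score at least 50, where 100 means six control SD above control mean; inconclusive = lowest score under 50 but half or more replicates reach 50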;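 note: yeast exposed to compound for 9 h at 30 °C; higher score means more reporter readthrough which indicates perturbed polyadenylation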
TRPC4 potent = allosteric potentiators of mouse TRPC4 channel; Q9QUQ5; HEK293 TRPC4beta/mu-opioid, DAMGO EC20, Fluo-4 Ca2+ flux; stronger effect = higher value; B-score at 10 µM; 310,000 tested, 0.42% active; AID 2227;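 active = B-score of calcium response area above 5 SD of library B-scores, with initial fluorescence ratio within 5 SD of library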;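 note: B-score of integrated fluorescence ratio over time as area under calcium response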
Target sequence (Q9QUQ5 whole entry, looked up): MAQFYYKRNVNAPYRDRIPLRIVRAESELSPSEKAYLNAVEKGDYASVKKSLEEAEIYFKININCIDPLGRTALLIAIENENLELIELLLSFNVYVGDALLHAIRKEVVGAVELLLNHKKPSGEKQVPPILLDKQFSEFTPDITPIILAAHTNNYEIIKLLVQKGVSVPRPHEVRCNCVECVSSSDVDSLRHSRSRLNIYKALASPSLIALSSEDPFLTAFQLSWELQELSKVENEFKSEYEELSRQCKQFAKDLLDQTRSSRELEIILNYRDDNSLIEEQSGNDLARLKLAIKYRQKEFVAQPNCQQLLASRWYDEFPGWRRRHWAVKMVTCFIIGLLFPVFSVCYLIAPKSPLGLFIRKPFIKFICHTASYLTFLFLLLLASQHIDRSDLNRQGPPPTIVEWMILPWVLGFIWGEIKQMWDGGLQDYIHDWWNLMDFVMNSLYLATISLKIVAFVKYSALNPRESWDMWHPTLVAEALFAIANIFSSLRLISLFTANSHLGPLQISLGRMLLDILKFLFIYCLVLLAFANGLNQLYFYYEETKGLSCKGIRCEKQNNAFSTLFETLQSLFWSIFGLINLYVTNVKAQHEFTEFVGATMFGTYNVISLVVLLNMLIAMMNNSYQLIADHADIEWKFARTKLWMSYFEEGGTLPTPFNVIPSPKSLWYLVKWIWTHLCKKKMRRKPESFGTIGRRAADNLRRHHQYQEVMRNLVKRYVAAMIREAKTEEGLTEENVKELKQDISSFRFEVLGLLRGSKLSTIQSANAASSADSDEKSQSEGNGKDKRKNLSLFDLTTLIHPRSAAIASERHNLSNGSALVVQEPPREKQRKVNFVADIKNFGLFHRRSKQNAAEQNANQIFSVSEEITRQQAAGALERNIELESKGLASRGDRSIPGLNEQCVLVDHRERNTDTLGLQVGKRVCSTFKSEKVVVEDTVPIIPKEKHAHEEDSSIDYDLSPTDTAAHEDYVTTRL
TRPC6 act = mouse TRPC6 channel activation | Q61143 | HEK293-TRPC6 membrane potential dye fluorescence; stronger effect = higher value | B-score at 10 µM | 310,000 tested, 0.13% active;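 active = B-score of the integrated fluorescence ratio above library mean plus 3 SD, and starting fluorescence ratio within library mean plus 5 SD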;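 note: higher score means more depolarization so channel activation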
TRPC4 agonist = opens the mouse TRPC4 cation channel; AID 2237; 310,000 tested, 0.49% active; B-score at 10 µM; HEK293 TRPC4beta/mu-opioid, Fluo4 calcium fluorescence; stronger effect = higher value;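 active = B-score above 5 SD of library B-scores, and initial fluorescence ratio not above library mean plus 5 SD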;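 note: positive B-score marks a calcium rise read as TRPC4 activation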
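System: HEK293 cells stably co-expressing mouse TRPC4beta and mu-opioid receptor; Schedule: Fluo4 dye loading 45 min at room temperature, 110 s recording; Detection: Fluo4 fluorescence, kinetic; Evaluation: B-scored integrated calcium fluorescence ratio; Controls: buffer (low) and maximal DAMGO (high).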
MrgX1 antag = human MrgX1 receptor antagonism, primary screen. B-score at 10 µM. 310,000 tested, 1.3% active. MRGX1-HEK293 calcium flux, Fluo-4, BAM8-22 antagonism; stronger effect = lower value;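 active = calcium-response B-score plate-corrected more than 3 library SD below zero, starting fluorescence within 5 deviations, no agonist response on first addition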;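 note: peak minus trough fluorescence over baseline after final BAM8-22 challenge near maximal dose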
AI-2 QS mod = modulates the Vibrio harveyi AI-2 quorum sensing system; activity change, % at 7.5 µM; 300,000 tested, 0.4% active; AID 2094; Vibrio harveyi JMH597 AI-2 luminescence/OD600 ratio, 9 h; stronger effect = lower value; strain lacks LuxN and CqsS sensors; 0 = neutral-control median; in the data active = activity change below about -75%, passing the limit was not always enough; inconclusive = no clear call, values can overlap the other calls;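 note: luminescence divided by OD600 gain over 9 h not by final OD600 alone; inactives centre near 13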
TRPC4 inh = blocks the mouse TRPC4 cation channel. 300,000 tested, 0.39% active. AID 2247. HEK293 TRPC4beta/mu-opioid, DAMGO-evoked Fluo4 calcium flux; stronger effect = lower value. B-score at 10 µM. Q9QUQ5;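 active = B-score over 3 SD under the library average, no early fluorescence shift, positive overall ratio signal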
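Signal: kinetic Fluo4 fluorescence imaging of calcium influx. Material: stable TRPC4beta/mu-opioid receptor HEK293 cells. Probe or stimulus: DAMGO in two steps, submaximal then maximal.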
TRPC6 inh = blocks the mouse TRPC6 cation channel; 310,000 tested, 1.1% active; AID 2553; HEK293-TRPC6, membrane potential dye, ACh-evoked depolarization; stronger effect = lower value; B-score at 10 µM; Q61143;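 active = B-score under library mean minus 3 SD, initial fluorescence not abnormally high, positive integrated signal ratio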;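 note: B-score derived from integrated fluorescence ratio over the kinetic read; more negative B-score means stronger inhibition of depolarization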
HIF act = HIF pathway transcriptional activation; U2OS HRE-luciferase reporter, luminescence; normalized: DMSO 0%, desferrioxamine 100%; activation, % at 7.5 µM (by protocol); 300,000 tested, 0.32% active; AID 1910;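 active = mean activation of at least 10% of the iron chelator positive control signal, with at least half of replicates also reaching 10%; inconclusive = mean and replicate majority disagree about reaching 10%; inactive = mean and most replicates under 10%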
* hit, by the source's call; i = inactive; ? = inconclusive; · = not tested or not shown.

SMILES | MrgX1 agonist | MrgX1 allo act | PolyA inh | TRPC4 potent | TRPC6 act | TRPC4 agonist | MrgX1 antag | AI-2 QS mod | TRPC4 inh | TRPC6 inh | HIF act
COc1ccc(C2Nc3ccccc3C(=O)N2Cc2ccccc2)cc1Cn1nnc2ccccc21 (stereo not given) | i | i | i | i | i | i | i | 13.9 | i | i | -0.3
O=[N+]([O-])c1ccc(N2CCN(Cc3cccc([N+](=O)[O-])c3)CC2)cc1 | i | i | i | i | i | i | i | 25.5 | i | i | 0.5
NC(=O)C1=C[C@H](c2ccccc2)C[C@H](OCc2ccc(CO)cc2)O1 | i | i | i | i | i | i | i | 19.8 | i | i | 2.3
CC1(C)S[C@@H]2[C@H](NC(=O)COc3ccccc3)C(=O)N2C1C(=O)OCC1CCCCC1 (stereo not given in full) | i | i | i | i | i | i | i | 10.1 | i | i | -0.9
N#CC1=C(S)N(c2ccccc2)C(c2ccco2)NC1=O (stereo not given) | i | i | i | i | i | i | i | 5.1 | i | i | 0.6
CN1CCN(c2ccc(Cl)cc2NC(=O)c2ccc(S(=O)(=O)N(C)C)cc2)CC1 | i | i | i | i | i | i | i | 16.6 | i | i | 0.5
CCOc1ccc(S(=O)(=O)N(C)c2ccc(OCC(=O)NCc3ccco3)cc2)cc1 | i | i | i | i | i | i | i | 25.5 | i | i | -0.7
CCOc1ccc(N(CC(=O)N2CCOCC2)S(=O)(=O)c2ccc(Cl)cc2)cc1 | i | i | i | i | i | i | i | 13.4 | i | i | -0.5
COc1ccc(-c2cc(C(=O)Nc3cc(Cl)ccc3OC)no2)cc1 | i | i | i | i | i | i | i | 29.6 | i | i | 0.1
O=C(CCCN1C(=O)/C(=C/c2ccccc2Cl)SC1=S)NCCCN1CCOCC1 | i | i | i | i | i | i | i | 18.2 | i | i | -3.0
CCc1cc2c(NC3CCCC3)ncnc2s1 | i | i | i | i | i | i | i | 20.0 | i | i | 0.8
CCOC(=O)N1CCN(C(=O)CCCCCn2c(=S)[nH]c3cc4c(cc3c2=O)OCO4)CC1 | i | i | i | i | i | i | i | -2.5 | i | i | 0.2
O=C(COC(=O)C1(c2ccc(F)cc2)CCCC1)N1CCOCC1 | i | i | i | i | i | i | i | 8.3 | i | i | 0.3
O=c1ccc2cc(S(=O)(=O)N3CCN(c4cc(Cl)ccc4Cl)CC3)ccc2o1 | i | i | i | i | i | i | i | -0.8 | i | i | 0.1
CC(=O)N=c1c(C#N)cc2c(=O)n3cccc(C)c3nc2n1CCCOC(C)C | i | i | i | i | i | i | i | 61.1 | i | i | -0.4
C=CCN(CC=C)S(=O)(=O)c1ccc(NC(=S)NC(=O)c2ccco2)cc1 | i | i | i | i | i | i | i | 28.6 | i | i | -0.3
CC(Sc1nnc(NC2CCCCC2)s1)C(=O)N1CCOCC1 (stereo not given) | i | i | i | i | i | i | i | 7.8 | i | i | 0.4
c1ccc2[nH]c(CSc3nccs3)nc2c1 | i | i | i | i | i | i | i | 28.8 | i | i | 0.3
C=CCn1c(SCC(=O)c2c(N)n(CCC)c(=O)n(C)c2=O)nc2sc(CC)cc2c1=O | i | i | i | i | i | i | i | 17.0 | i | i | -0.4
CCOc1ccc(NC(=O)[C@@H](NC(=O)OCc2ccccc2)[C@@H](C)CC)cc1 | i | i | i | i | i | i | i | 19.7 | i | i | -1.1
CCC(C(=O)NC1CCCC1)N(C(=O)Cn1nnc(-c2ccc(OC)c(OC)c2)n1)c1cccc(O)c1 (stereo not given) | i | i | i | i | i | i | i | 23.0 | i | i | -0.2
COc1ccc2c(c1)c(=O)oc1cc(O)ccc12 | i | i | i | i | i | i | i | 10.9 | i | i | 0.2
COc1cccc(OCc2cc(C(=O)NCc3ccc4c(c3)OCO4)no2)c1 | i | i | i | i | i | i | i | ? | i | i | 3.5
CC1CC(C)CN(CC(=O)N2c3ccccc3CCc3ccccc32)C1 (stereo not given) | i | i | i | i | i | i | i | 6.6 | i | i | -0.2
CCN(CC)S(=O)(=O)c1ccc(N(C)Cc2ccc(C(F)(F)F)cc2)nc1 | i | i | i | i | i | i | i | 38.5 | i | i | -0.5
Other results follow.
SMILES | MrgX1 agonist | MrgX1 allo act | PolyA inh | TRPC4 potent | TRPC6 act | TRPC4 agonist | MrgX1 antag | AI-2 QS mod | TRPC4 inh | TRPC6 inh | HIF act
O=C(Nc1nc(-c2ccccc2)cs1)c1ccc(Br)o1 | i | i | i | i | i | i | i | 21.5 | i | i | -0.2
Cc1ccc(NC(=O)CSc2nnc(-c3ccncc3)s2)cc1 | i | i | i | i | i | i | i | 46.4 | i | i | 0.4
CCCN(CCC)CC(O)Cn1cc(/C=C/C(=O)c2ccccc2)c2ccccc21 (stereo not given) | · | · | i | i | i | i | · | 15.2 | i | i | 0.4
O=C1/C(=C\c2cccs2)N=C(c2cccs2)N1Nc1ccccc1 | i | i | i | i | i | i | i | 19.2 | i | i | ·
CCOC(=O)C1=C(C)N=c2s/c(=C/c3ccc(OCC(=O)O)c(OC)c3)c(=O)n2C1c1ccc(Cl)cc1 (stereo not given) | i | i | i | i | i | i | i | 25.9 | i | i | -0.5
COCCNC(=O)CN(C(=O)Cn1nnc2ccccc21)c1ccc(F)c(Cl)c1 | i | i | i | i | i | i | i | 12.1 | i | i | 0.1
O=C(CSc1nc2ccccc2n1Cc1ccc(Cl)cc1)N/N=C/c1ccc(C(=O)O)cc1 | i | i | i | i | i | i | i | 15.5 | i | i | -0.2
Cc1ccc(S(=O)(=O)Oc2ccccc2/C=N/NC(N)=S)cc1 | i | i | i | i | i | i | i | 22.2 | i | i | 1.2
O=C(CCC(=O)N1CCN(c2ccccn2)CC1)Nc1nnc(C2CCCCC2)s1 | i | i | i | i | i | i | i | 46.7 | i | i | 0.0
Cc1cccc(-n2cc(-c3ccccc3)c3c(=O)[nH]cnc32)c1 | i | i | i | i | i | i | i | 7.8 | i | i | -0.1
CSc1cccc(N2CC(C(=O)N(Cc3nnc(-c4ccccc4Cl)o3)C3CC3)CC2=O)c1 (stereo not given) | i | i | i | i | i | i | i | -3.7 | i | i | -20.0
Cc1ccc(Cn2c(=O)c3ccccc3n3c(CCC(=O)O)nnc23)cc1 | i | i | i | i | i | i | i | 6.5 | i | i | 0.0
Cc1ccc(OCC(=O)N2CCN(c3nnc(-c4ccccc4)c4ccccc34)CC2)cc1 | i | i | i | i | i | i | i | 0.3 | i | i | 0.2
COc1ccc2cc(/C=N/NC(=O)c3ccc(CN(c4ccc(C)c(C)c4)S(C)(=O)=O)cc3)c(Cl)nc2c1 | i | i | i | i | i | i | i | 17.8 | i | i | -0.5
COC(=O)c1cc(S(=O)(=O)NCCCN2CCCC2=O)cn1C | i | i | i | i | i | i | i | 2.7 | i | i | 0.0
O=C1OCCC1Sc1nnc(-c2ccc(F)cc2)n1Cc1ccccc1 (stereo not given) | i | i | i | i | i | i | i | 26.3 | i | i | -0.5
O=C(NCCc1ccccn1)c1ccc(OC(F)F)cc1 | i | i | i | i | i | i | i | 5.3 | i | i | -0.4
CCOC(=O)c1cnc(-n2nc(C)cc2C)nc1N1CCOCC1 | i | i | · | i | i | i | i | 6.9 | i | i | 0.1
NC1=C(O)C(=O)C(c2ccccc2)O1 (stereo not given) | i | i | i | i | i | i | i | 25.5 | i | i | -6.8
Cc1cc(C)c(S(=O)(=O)Nc2nnc(CC(C)C)s2)c(C)c1 | i | i | i | i | i | i | i | 13.3 | i | i | -8.0
O=C(NNC(=O)c1c(F)cccc1F)c1ccccc1OC(F)(F)F | i | i | i | i | i | i | i | 25.3 | i | i | -0.7
CCOC(=O)C1=C(N)n2c(s/c(=C\c3ccncc3)c2=O)=C(C(=O)OCC)C1c1ccncc1 (stereo not given) | i | i | i | i | i | i | i | 8.5 | i | i | -0.5
O=c1[nH]c2ccc(S(=O)(=O)Nc3ccc(Cl)cc3)cc2o1 | i | i | i | i | i | i | i | -14.6 | i | i | 0.0
CC(=O)Nc1c(-c2ccc(F)cc2)nc2ccccn12 | i | i | i | i | i | i | i | 5.4 | i | i | 0.1
CS/C(=N\S(=O)(=O)c1ccc(Cl)cc1)c1ccccc1 | i | i | i | i | i | i | i | 5.3 | i | i | -1.1
Following part:
SMILES | MrgX1 agonist | MrgX1 allo act | PolyA inh | TRPC4 potent | TRPC6 act | TRPC4 agonist | MrgX1 antag | AI-2 QS mod | TRPC4 inh | TRPC6 inh | HIF act
COc1ccccc1NC(=S)N1CC(C)OC(C)C1 (stereo not given) | i | i | i | i | i | i | i | -1.0 | i | i | -0.3
O=C(c1ccc(C(F)(F)F)cc1)N1CCC(=O)N(C(COCc2ccc(C(F)(F)F)cc2)Cc2ccccc2)CC1 (stereo not given) | i | i | i | i | i | i | i | 17.6 | i | i | 0.0
NC(=O)c1ccc(N=C2C(=O)Nc3ccc([N+](=O)[O-])cc32)cc1 | i | i | i | i | i | i | i | 42.0 | i | i | -0.6
Cc1csc(NC(=O)Cc2c(F)cccc2Cl)n1 | i | i | i | i | i | i | i | 5.2 | i | i | 1.8
CN1CCN(C(=O)C2=C[C@@H](c3csc4ccccc34)C[C@@H](OCc3ccc(CO)cc3)O2)CC1 | i | i | i | i | i | i | i | -1.3 | i | i | -0.9
O=C(O)c1ccccc1NN=C1CCCCC1 | i | i | i | i | i | i | i | 11.0 | i | i | 2.8
O=C(O)CC(C(=O)O)n1nc(-c2ccccc2)cc1-c1ccccc1 (stereo not given) | i | i | i | i | i | i | i | 10.4 | i | i | 0.2
COc1ccc(C(c2nnnn2CC2CCCO2)N2CCC(C(N)=O)CC2)cc1 (stereo not given) | i | i | i | i | i | i | i | 21.4 | i | i | -0.3
COc1ccccc1/C=C1\CCC(C2CCCC2)C1=O (stereo not given) | i | i | i | i | i | i | i | 12.8 | i | i | -8.8
O=C(COc1ccc(S(=O)(=O)NCc2ccccc2)cc1Cl)N1CCOCC1 | i | i | i | i | i | i | i | 1.1 | i | i | -0.2
NS(=O)(=O)c1ccc(CCNC(=O)C2CCN(S(=O)(=O)c3ccccc3)CC2)cc1 | i | i | i | i | i | i | i | 8.9 | i | i | 0.0
O=C(CC(=O)Nc1ccccc1C(=O)O)NNC(=O)Cc1ccccc1 | i | i | i | i | i | i | i | 15.9 | i | i | -0.2

An excerpt; count on the stated rates, not on these rows.
